Screening data as filed in PubChem BioAssay.
CIT2-GFP yeast: yeast TOR pathway CIT2-GFP modulation; S. cerevisiae CIT2-GFP strain, flow cytometry, 3 h; 100 means same as DMSO wells; GFP response vs DMSO, % at 10 µM; actives 0.065% (n = 320,000);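 active = GFP response relative to DMSO above a set limit, near the screen mean plus 3 SD, cut at about 150% in these data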;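 also: ratio of well median GFP fluorescence to mean of DMSO wells on the plate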
VLA-4 inh: inhibition in a human VLA-4 binding assay. inhibition, % (about 7 µM as worked out from the volumes in the protocol). P13612. actives 0.2% (n = 330,000). VLA-4 expressing cells, ligand binding flow cytometry; in the data active = inhibition above about 50%
Target sequence (P13612 whole entry, looked up): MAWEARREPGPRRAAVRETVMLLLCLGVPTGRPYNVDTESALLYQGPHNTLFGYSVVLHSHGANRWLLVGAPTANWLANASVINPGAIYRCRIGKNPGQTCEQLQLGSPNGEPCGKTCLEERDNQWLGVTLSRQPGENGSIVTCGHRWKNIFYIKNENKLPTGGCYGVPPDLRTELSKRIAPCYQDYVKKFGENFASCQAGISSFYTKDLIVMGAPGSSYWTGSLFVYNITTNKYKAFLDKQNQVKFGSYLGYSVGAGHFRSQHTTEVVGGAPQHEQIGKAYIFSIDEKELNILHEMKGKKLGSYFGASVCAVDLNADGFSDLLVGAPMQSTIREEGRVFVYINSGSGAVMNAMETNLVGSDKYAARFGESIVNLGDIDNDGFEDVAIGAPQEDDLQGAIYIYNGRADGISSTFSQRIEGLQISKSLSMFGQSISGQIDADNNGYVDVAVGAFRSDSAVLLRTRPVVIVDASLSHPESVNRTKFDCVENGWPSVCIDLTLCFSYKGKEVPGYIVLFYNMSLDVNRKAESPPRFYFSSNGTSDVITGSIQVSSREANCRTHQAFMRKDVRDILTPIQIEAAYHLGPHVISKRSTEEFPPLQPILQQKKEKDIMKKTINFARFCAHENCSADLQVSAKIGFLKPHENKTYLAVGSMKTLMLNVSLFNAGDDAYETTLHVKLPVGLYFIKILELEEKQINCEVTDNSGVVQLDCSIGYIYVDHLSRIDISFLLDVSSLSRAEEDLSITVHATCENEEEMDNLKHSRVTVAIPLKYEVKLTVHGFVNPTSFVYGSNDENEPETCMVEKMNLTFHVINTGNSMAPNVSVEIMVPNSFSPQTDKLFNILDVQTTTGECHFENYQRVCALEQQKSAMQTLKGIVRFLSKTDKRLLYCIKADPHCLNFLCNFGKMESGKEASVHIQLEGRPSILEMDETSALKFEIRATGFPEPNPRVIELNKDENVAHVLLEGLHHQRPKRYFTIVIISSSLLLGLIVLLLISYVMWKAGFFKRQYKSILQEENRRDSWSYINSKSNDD
AGP1 TOR yeast: modulators of TOR pathway AGP1-GFP in S. cerevisiae; actives 0.02% (n = 320,000); GFP response vs DMSO, % at 10 µM; S. cerevisiae AGP1-GFP multiplex flow cytometry, 3 h; GFP as percent of DMSO wells;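 active = GFP response relative to DMSO above a set limit, near screen average plus 3 SD, cut at about 150% in these data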;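 also: median GFP channel fluorescence of the gated AGP1 strain per well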
GRK2 aptamer HTS: inhibitors of human GRK2 displacing RNA aptamer; P25098; bead flow cytometry, FAM-aptamer displacement from GRK2; inhibition of aptamer binding, % at 10 µM; actives 0.59% (n = 330,000);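 active = inhibition of aptamer binding above 40%, roughly 3 SD of noise, on plates passing a quality check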;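 also: median bead fluorescence of bound FAM aptamer so fluorescent compounds give negative values; no value below 0 was filed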
MEP2 TOR yeast: yeast TOR pathway MEP2-GFP modulation. GFP response vs DMSO, % at 10 µM. S. cerevisiae MEP2-GFP strain, flow cytometry GFP, 3 h; 100% = DMSO control level. actives 0.51% (n = 330,000);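 active = GFP response versus DMSO above a set limit, roughly screen mean plus 3 SD, cut at about 180% in these data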;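 also: median GFP fluorescence of the barcode-gated MEP2-GFP cells per well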
CR mimetic SO: lowers age-related superoxide in aged yeast cells. actives 0.18% (n = 330,000). S. cerevisiae aged cells, superoxide DHE fluorescence; stronger effect = lower value. superoxide response (% of plate mean), % at 10 µM. AID 2690;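 active = superoxide response under a set limit, about three screen SD below normal, cut at about 65% in these data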;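 also: yeast aged for seven days with compound at 30 °C before DHE staining; 100% = average MFI of all compound-treated wells on the plate with controls excluded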
RPL19A-GFP yeast: modulators of TOR pathway RPL19A-GFP in S. cerevisiae | S. cerevisiae RPL19A-GFP strain, flow cytometry, 3 h; stronger effect = lower value | percent response vs DMSO, % at 10 µM | actives 0.3% (n = 330,000) | AID 2025;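 active = percent response vs DMSO below 50%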;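 also: median channel GFP fluorescence of the barcoded RPL19A-GFP strain; ratio of sample median GFP to plate DMSO average so 100% = DMSO; lower means less RPL19A-GFP as with rapamycin TOR inhibition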
LAP4-GFP MLPCN: alters LAP4-GFP fluorescence in TOR pathway yeast screen | S. cerevisiae LAP4-GFP multiplex, flow cytometry GFP, 3 h; median GFP as percent of DMSO wells | GFP response vs DMSO, % at 10 µM | actives 0.34% (n = 320,000);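 active = GFP response vs DMSO above a set limit, about the screen mean plus 3 SD, cut at about 150% in these data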
An asterisk follows results filed as active; . = not tested or not shown.

Fields: VLA-4 inh, LAP4-GFP MLPCN, MEP2 TOR yeast, CIT2-GFP yeast, GRK2 aptamer HTS, CR mimetic SO, RPL19A-GFP yeast, AGP1 TOR yeast
> COC(=O)c1cn(NC(=O)c2ccc([N+](=O)[O-])cc2Cl)c(=O)c2ccccc12
    1.1, 106.0, 97.8, 99.3, 1.0, 95.0, 101.4, 105.2
> CC[C@]12c3[nH]c4ccccc4c3CCN1C(=O)C(CC(=O)NCc1cccc(C(F)(F)F)c1)C[C@@H]2C(=O)N1CCN(C(=O)C2CC2)CC1 (stereo partly drawn)
    -10.8, 87.2, 94.7, 98.8, 0.0, 95.3, 94.8, 95.9
> CCC(C)(C)NC(=O)/C=C/c1cccs1
    16.4, 95.5, 96.8, 97.0, 0.0, 108.1, 94.9, 93.6
> CCOc1ccc(C(=O)NC(=S)Nc2ccc(NC(=O)CC)cc2)cc1[N+](=O)[O-]
    4.8, 88.7, 102.9, 99.7, 0.0, 99.2, 104.9, 96.8
> CSc1sc(C)cc1C=O
    16.3, 92.7, 97.2, 95.3, 1.0, 116.7, 95.1, 97.2
> CCc1nnc(NC(=O)c2cc(-c3cccnc3)nc3ccccc23)s1
    1.7, 100.0, 89.6, 95.6, 38.0, 99.2, 88.8, 96.9
> CC1(C)C2CCC1(CS(=O)(=O)NCc1ccc(C(F)(F)F)cc1)C(=O)C2 (stereo not drawn)
    -9.6, 96.6, 108.4, 97.7, 0.0, 108.6, 100.2, 96.4
> O=C(CSc1nnc(COc2ccc(Cl)cc2)o1)N1CCN(c2ccccc2)CC1
    -4.9, 100.2, 117.8, 101.3, 1.0, 107.7, 100.7, 108.4
> O=c1[nH]c(NC2CCCCC2)c([N+](=O)[O-])c(=O)[nH]1
    -0.6, 94.9, 99.9, 111.4, 0.0, 95.9, 99.5, 101.5
> CCC(C)N1CC23C=CC(O2)C(C(=O)OCc2ccccc2)C3C1=O (stereo not drawn)
    3.9, 92.4, 103.9, 92.7, 0.0, 101.9, 93.9, 96.9

Reprinted at random: 2 records from the list, in no set order.
Fields: VLA-4 inh, LAP4-GFP MLPCN, MEP2 TOR yeast, CIT2-GFP yeast, GRK2 aptamer HTS, CR mimetic SO, RPL19A-GFP yeast, AGP1 TOR yeast
> O=c1[nH]c(NC2CCCCC2)c([N+](=O)[O-])c(=O)[nH]1
    -0.6, 94.9, 99.9, 111.4, 0.0, 95.9, 99.5, 101.5
> CCC(C)(C)NC(=O)/C=C/c1cccs1
    16.4, 95.5, 96.8, 97.0, 0.0, 108.1, 94.9, 93.6

Later entries.
Fields: VLA-4 inh, LAP4-GFP MLPCN, MEP2 TOR yeast, CIT2-GFP yeast, GRK2 aptamer HTS, CR mimetic SO, RPL19A-GFP yeast, AGP1 TOR yeast
> CCOc1ccc(C(=O)NC(=S)Nc2ccc(N3CCOCC3)c(Cl)c2)cc1[N+](=O)[O-]
    -1.9, 84.1, 90.5, 88.2, 0.0, 90.7, 111.3, 83.5
> CCOc1ccc(C(CC(=O)O)NC(=O)c2sc3ccccc3c2Cl)cc1 (stereo not drawn)
    -11.2, 95.2, 94.9, 96.7, 11.0, 122.9, 102.0, 98.6
> O=C(CSc1n[nH]c(=O)[nH]c1=O)c1ccccc1[N+](=O)[O-]
    8.1, 101.5, 96.2, 104.1, 0.0, 106.0, 99.8, 102.5
> O=C(Nc1cc(Cl)ccc1N1CCOCC1)c1cccnc1Cl
    10.4, 114.8, 96.0, 94.0, 0.0, 89.6, 97.2, 96.6
> COc1ccc(-c2cn(CCO)c(CCN)n2)cc1
    1.0, 104.5, 103.7, 101.0, 2.0, 104.9, 101.3, 110.9
> COc1ccccc1C(=O)NNC1=C(C(=O)C(F)(F)F)CCC1
    3.9, 118.7, 111.0, 104.0, 3.0, 106.1, 103.1, 105.0
> COc1cccc([C@@H]2Oc3ccc(OC)cc3C(=O)[C@H]2OC(=O)Nc2cc(OC)c(OC)c(OC)c2)c1
    2.4, 120.0, 88.0, 81.2, 1.0, 100.8, 89.5, .
> CC(OC(=O)CNC(=O)C1CCCCC1)C(=O)NCc1ccccc1 (stereo not drawn)
    1.0, 96.2, 96.7, 93.7, 0.0, 110.2, 96.7, 96.7
> O=C(COc1ccccc1Cl)NCC(c1cccs1)N1CCOCC1 (stereo not drawn)
    3.6, 88.0, 90.5, 88.5, 2.0, 100.5, 85.9, 89.0
> Cc1ccc(Cn2c(=O)c3ccccc3n3c(CCC(=O)O)nnc23)cc1
    7.4, 104.9, 99.8, 101.4, 0.0, 90.2, 98.1, 101.7
> CCOC(=O)c1[nH]c2ccccc2c1NC(=O)C1CCCCC1
    12.4, 96.0, 99.8, 93.5, 1.0, 112.3, 95.3, 94.7
> CCn1c(=O)c(C(=O)NCc2ccc(OC)c(OC)c2)c(O)c2ccccc21
    3.5, 120.9, 100.3, 97.5, 0.0, 95.8, 98.1, 97.7
> CCCSc1nc2[nH]ncc2c(=O)[nH]1
    1.3, 89.6, 114.5, 98.7, 7.0, 91.7, 99.8, 90.8
> CCCC(C(=O)NC(C)(C)C)N(Cc1ccc(F)cc1)C(=O)c1snc(C(N)=O)c1N (stereo not drawn)
    4.5, 83.8, 100.9, 100.5, 0.0, 86.0, 101.8, 115.1
> O=C(COC(=O)c1ccc([N+](=O)[O-])o1)NC12CC3CC(CC(C3)C1)C2
    0.0, 122.7, 103.9, 107.7, 1.0, 117.1, 109.3, 106.9
> COC(=O)c1cc(COc2ccc3oc(C)c(C(=O)OC)c3c2)c(C)o1
    11.0, 93.8, 96.7, 66.6, 5.0, 105.1, 105.3, 74.6
> [2H]C([2H])(CCOS(N)(=O)=O)c1ccccc1
    13.3, 108.3, 101.0, 96.5, 5.0, 97.4, 111.7, 95.5
> O=C(CN1CCN(c2ccc(O)cc2)CC1)NCC(=O)Nc1ccc(F)c(F)c1F
    -5.4, 88.6, 94.2, 86.1, 4.0, 85.6, 91.5, 93.9
> OC(c1ccc(F)cc1)(C1CCCCC1)C(CN1CCOCC1)c1ccccc1 (stereo not drawn)
    1.3, 105.1, 122.0, 114.2, 0.0, 90.1, 114.1, 111.0
> COC(=O)c1cccnc1N1CCN(c2ccccc2F)CC1
    9.5, 99.9, 89.8, 102.5, 3.0, 89.4, 106.0, 110.5
> CC(CNC(=O)CCS(=O)(=O)c1ccc2c(c1)oc(=O)n2C)c1ccccc1 (stereo not drawn)
    0.5, 102.5, 118.5, 110.4, 3.0, 85.3, 106.3, 107.8
> CC(=O)NCCC(=O)Nc1cc(S(=O)(=O)N2CCCCC2)ccc1Oc1ccccc1
    3.6, 100.3, 99.7, 101.1, 0.0, 91.8, 101.8, 101.4
> Cc1oc(-c2ccccc2)nc1C(=O)Nc1nccs1
    1.6, 109.0, 108.5, 102.9, 1.0, 94.9, 106.7, 99.7
> O=C(Nc1ccccc1Cl)c1ccc2c(c1)N(Cc1ccc(F)cc1)C(=O)CS2=O (stereo not drawn)
    -19.1, 99.2, 99.0, 99.6, 5.0, 92.5, 96.6, 100.5
> COc1ccc(CCN2CC(C(=O)NCCc3ccccn3)CCC2=O)cc1 (stereo not drawn)
    -1.2, 104.0, 93.8, 100.5, 0.0, 96.0, 99.6, 101.2
> COc1ccc(S(=O)(=O)N[C@@H](C)C(=O)OCC(=O)Nc2cc3oc4ccccc4c3cc2OC)cc1
    13.1, 108.1, 112.5, 102.7, 4.0, 97.0, 100.3, 96.1
> COc1cc(C2c3c(-c4cc(C)cc(C)c4O)n[nH]c3C(=O)N2CCCO)cc(OC)c1OC (stereo not drawn)
    8.0, 93.3, 98.8, 110.2, 0.0, 106.8, 100.1, 105.3
> COc1cc(C(=O)NNC(=O)c2cc(-c3ccccc3)n[nH]2)cc(OC)c1C
    5.0, 91.0, 95.5, 87.1, 0.0, 96.8, 92.1, 96.2
> N#CC1CC(c2ccccc2)=NN1c1ccccc1[N+](=O)[O-] (stereo not drawn)
    0.3, 65.0, 72.3, 80.4, 0.0, 108.5, 62.6, .
> CC(=O)CC(c1ccc([N+](=O)[O-])cc1)c1c(O)c2ccccc2oc1=O (stereo not drawn)
    9.2, 97.8, 97.3, 90.7, 2.0, 104.1, 104.6, 99.9
> CCOC(=O)CNC(=O)CSc1nc(Cc2cccs2)nc2ccccc12
    -22.8, 110.6, 99.2, 99.4, 0.0, 112.9, 97.2, 101.2
> CCOc1ccc(-c2cc(CCCC(=O)NCc3cccnc3)no2)cc1
    -5.2, 100.1, 93.3, 93.2, 1.0, 99.9, 94.6, 92.2
> COc1ccc(OCCN2CCN(C(=O)c3ccc(OC)cc3)CC2)cc1
    4.6, 91.0, 106.6, 98.2, 0.0, 92.0, 102.8, 95.6
> O=C(CCN1C(=O)c2ccccc2C1=O)Nc1ccc(S(=O)(=O)NC2=NCCCCC2)cc1
    -5.3, 101.9, 103.1, 104.1, 0.0, 98.9, 96.5, 103.9
> O=[N+]([O-])c1cc(C(F)(F)F)ccc1SCC(O)CO (stereo not drawn)
    -3.1, 103.9, 101.6, 104.7, 0.0, 110.5, 113.5, 100.0
> CCCOc1ccc(C(=O)O/N=C(\CC)c2ccc(C)cc2)cc1
    0.8, 94.1, 93.2, 86.9, 2.0, 90.1, 103.4, 97.8
> COc1ccc(C(=O)COC(=O)CCc2nc3ccccc3[nH]c2=O)cc1Br
    8.3, 106.2, 98.8, 99.1, 1.0, 101.1, 97.1, 97.8
> COc1ccc(C(=O)c2cn[nH]c2-c2ccc(C)cc2O)cc1
    6.2, 108.0, 104.8, 102.4, 5.0, 75.6, 101.4, 110.5
> Cc1ccccc1CSc1nnc(C)n1N
    2.0, 104.9, 108.9, 102.1, 0.0, 87.9, 100.3, 101.4
> Cc1ccnc(SC2CC(=O)N(c3ccc(C(C)C)cc3)C2=O)n1 (stereo not drawn)
    3.6, 90.5, 106.9, 88.4, 3.0, 108.0, 93.6, 89.7
> O=C(Cc1ccc(S(=O)(=O)N2CCOCC2)s1)Nc1ccc(S(=O)(=O)N2CCCCC2)cc1
    4.0, 102.8, 103.9, 96.3, 2.0, 106.4, 95.4, 103.8
> Cc1ccc(-c2nc3ccccc3s2)cc1NC(=O)c1ccc2c(c1)OCO2
    12.4, 103.3, 103.6, 99.8, 4.0, 92.0, 101.3, 103.2
> CCN(c1ccccc1)S(=O)(=O)c1ccc2c(c1)OCCO2
    2.0, 96.2, 93.2, 104.9, 0.0, 94.4, 94.9, 101.5

Gathered by group, the entries above with two or more sulfur atoms
Fields: VLA-4 inh, LAP4-GFP MLPCN, MEP2 TOR yeast, CIT2-GFP yeast, GRK2 aptamer HTS, CR mimetic SO, RPL19A-GFP yeast, AGP1 TOR yeast
> CSc1sc(C)cc1C=O
    16.3, 92.7, 97.2, 95.3, 1.0, 116.7, 95.1, 97.2
> CCOC(=O)CNC(=O)CSc1nc(Cc2cccs2)nc2ccccc12
    -22.8, 110.6, 99.2, 99.4, 0.0, 112.9, 97.2, 101.2
> O=C(Cc1ccc(S(=O)(=O)N2CCOCC2)s1)Nc1ccc(S(=O)(=O)N2CCCCC2)cc1
    4.0, 102.8, 103.9, 96.3, 2.0, 106.4, 95.4, 103.8
